V1aR counter: agonists of human V1a receptor, primary screen, counter-screen for OXTR agonist project, fluorescence, CHO-V1R cells | activation, % at 3 µM | 320,000 tested, 0.25% active | AID 2797, 2010 | Fluo-8 calcium fluorescence, agonist mode; 0% DMSO, 100% 3 nM vasopressin;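 active = activation above the mean activation of all tested compounds plus 3 SD, per screening run, cut at about 20% in these data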;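 note: signal is peak over basal fluorescence ratio across a 100 second FLIPR read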
NALP1 yeast inh: NALP1 inflammasome inhibitors in reconstituted yeast, colorimetric, S. cerevisiae, triplicate retest. inhibition, % at 10 µM. S. cerevisiae NALP1/ASC/caspase-1 growth, X-gal OD620, 72 h. AID 2071, 2009. 280,000 tested, 0.61% active; in the data active = inhibition mostly above about 24%, no sharp cut-off; inactive = mostly below about 32%; note: some compounds called inactive have numbers as strong as hits
OXTR agonist: human OXTR agonists, primary screen, fluorescence, CHO-OTR cells, Fluo-8 calcium. Oxytocin receptor (Homo sapiens), P30559. Fluo-8 calcium fluorescence; normalized: DMSO 0%, oxytocin 100%. activation, % at 3 µM. 320,000 tested, 0.32% active;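 active = activation above the mean of all tested compounds plus 3 SD, cutoff set per screening run, cut at about 20% in these data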;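 note: peak over basal fluorescence ratio from a 100 s FLIPR kinetic read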
MEKK2mut PB1 HTS: MEK5 binding signal on mutant MEKK2 PB1, primary screen, biochemical, multiplex bead flow cytometry, Alexa488-MEK5 | Alexa488-MEK5 binding to MEKK2 mutant | percent response, % at 10 µM | 290,000 tested, 0.35% active; in the data active = percent response above about 24%, passing the limit was not always enough; note: inactives centre near 1; some results filed as inactive read as strong as hits
OXTR potentiator: human OXTR potentiators, primary screen, fluorescence, CHO-OTR cells, Fluo-8 calcium; activation, % at 3 µM; Fluo-8 calcium fluorescence, potentiator mode; 0% = oxytocin EC15, 100% = EC100; 320,000 tested, 0.061% active; AID 2445, 2010;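 active = activation above that plate's cutoff, the mean activation of tested compounds plus 3 SD, cut at about 6.6% in these data, passing the limit was not always enough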;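 note: 100% uses oxytocin at 75 nM as the full agonist control; some results filed as inactive read as strong as hits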
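assay system = CHO-OTR cells, human receptor | schedule = compound 6 min at room temperature before oxytocin, 100 s read | detection = Fluo-8 intracellular calcium fluorescence, ex 470-495, em 515-575 nm | evaluation = normalized max/min fluorescence ratio, % activation | control set = EC15 oxytocin alone as 0%, 75 nM oxytocin (EC100) as 100%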
MEKK2wt PB1 HTS: modulators of MEK5 binding to wildtype MEKK2, primary screen, biochemical, multiplex bead flow cytometry, Alexa488-MEK5. binding response (% of control), % at 10 µM. Alexa488-MEK5 binding to MEKK2 WT; actives lie on both sides. AID 1531, 2009. 290,000 tested, 1.1% active. Mitogen-activated protein kinase kinase kinase 2 (Homo sapiens), Q9Y2U5; in the data active = binding response below about 67% or above about 130%
GPR7 antag: GPR7 receptor antagonists, primary screen, cell-based, fluorescence, single concentration | 290,000 tested, 1.1% active | AID 1861, 2009 | Neuropeptides B/W receptor type 1 (Homo sapiens), P48145 | GPR7-expressing cells, fluorescence antagonist assay | inhibition, % at 4.4 µM; in the data active = inhibition above about 16%, passing the limit was not always enough;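 note: cells stimulated with the agonist NPW; 0% = agonist with vehicle and 100% = vehicle without agonist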
Target sequence (P48145 whole entry, looked up): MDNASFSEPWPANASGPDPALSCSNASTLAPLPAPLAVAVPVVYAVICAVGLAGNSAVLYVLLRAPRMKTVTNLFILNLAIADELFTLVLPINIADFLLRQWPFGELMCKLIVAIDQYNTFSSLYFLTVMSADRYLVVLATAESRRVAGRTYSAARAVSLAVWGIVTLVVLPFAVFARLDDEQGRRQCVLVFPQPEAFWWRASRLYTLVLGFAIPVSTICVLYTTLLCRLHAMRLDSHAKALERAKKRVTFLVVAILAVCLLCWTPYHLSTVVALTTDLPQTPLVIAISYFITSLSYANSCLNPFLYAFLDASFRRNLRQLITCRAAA
PfM18AAP inh: PfM18AAP inhibitors, malaria aminopeptidase, primary screen, biochemical, QFRET, recombinant enzyme | H-Glu-NHMec fluorogenic cleavage | inhibition, % at 7.35 µM | 290,000 tested, 1.2% active | AID 1822, 2009;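 active = inhibition above the campaign mean inhibition over all tested compounds plus 3 SD, cut at about 28% in these data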;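 note: 0% = plate median of test compound wells and 100% = 2 mM ZnCl2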
GalR3 antag: GalR3 antagonists in HEK293 cells, primary screen, cell-based, fluorescence readout. Galanin receptor type 3 (Homo sapiens), O60755. HEK293 GalR3-CNG cAMP membrane potential fluorescence; galR3 body fused to GalR1 C-terminus. inhibition, % at 3 µM. 360,000 tested, 0.44% active. AID 651719, 2012;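 active = inhibition above the screen-wide average plus 3 SD, cut at about 13% in these data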;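 note: forskolin and galanin both at EC90 stimulate the cells; cAMP rise reported by CNG channel membrane potential dye signal; 0% = forskolin plus galanin with DMSO and 100% = forskolin alone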
Target sequence (O60755 1-299 limits assumed): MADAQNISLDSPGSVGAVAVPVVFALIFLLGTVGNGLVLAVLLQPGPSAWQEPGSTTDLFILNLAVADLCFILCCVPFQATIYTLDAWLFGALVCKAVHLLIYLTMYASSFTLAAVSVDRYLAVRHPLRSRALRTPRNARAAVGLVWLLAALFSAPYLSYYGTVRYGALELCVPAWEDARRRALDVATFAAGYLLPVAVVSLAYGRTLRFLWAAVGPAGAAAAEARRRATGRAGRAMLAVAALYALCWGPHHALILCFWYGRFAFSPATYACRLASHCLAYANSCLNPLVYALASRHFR
Numbers without * were called inactive; / = not tested or not shown.

SMILES | V1aR counter | NALP1 yeast inh | OXTR agonist | MEKK2mut PB1 HTS | OXTR potentiator | MEKK2wt PB1 HTS | GPR7 antag | PfM18AAP inh | GalR3 antag
COC(=O)NCc1ccc(CNC(=O)OC)cc1 | 0.1 | 10 | 0.6 | 11 | 2 | 109 | -20 | 6 | -3
NS(=O)(=O)c1ccc(N/C=C\C(=O)c2cccc3ccccc23)cc1 | 1.3 | 12 | 0.6 | -1 | 0 | 90 | -7 | 6 | 1
COc1ccc(N(C(=O)C(C)C)S(=O)(=O)c2ccc3ccccc3c2)cc1 | 1.6 | 12 | -1.2 | 2 | -10 | 102 | -4 | 1 | -12
CCOC(=O)Cc1csc(NC(=O)COc2cccc(C)c2)n1 | -0.1 | -12 | -0.4 | 1 | 4 | 115 | -3 | -2 | -6
COc1ccccc1NC(=O)CCN1C(=O)c2ccccc2C1=O | -0.2 | 13 | -0.8 | 5 | -16 | 105 | -2 | 3 | -10
Cc1ccc2nc(-c3ccccc3)cc(C(=O)O)c2c1 | -0.5 | 16 | 0.2 | 3 | -2 | 96 | 0 | -1 | -5
COc1ccc(OC)c(-c2csc(NC(=O)Cc3cc(OC)c(OC)c(OC)c3)n2)c1 | 5.1 | -6 | 3.2 | -2 | -11 | 100 | -13 | 1 | -8
COc1ccc(OC)c(NC(=O)c2cccnc2Sc2cc(C)ccc2C)c1 | 1.3 | 21 | 0.1 | 11 | -3 | 93 | 1 | 5 | 1
CC(=O)Oc1ccc(-c2csc(Nc3cccc(C)n3)n2)cc1 | -0.3 | -8 | -2.2 | 1 | -15 | 106 | -2 | 10 | -9
Cc1ccc(S(=O)(=O)N2CCC(C(=O)NCCN3CCOCC3)CC2)cc1C | -0.7 | 21 | 0.3 | 4 | -6 | 100 | -6 | -10 | -2
COCCCn1c(SCC(=O)NC2CCCC2)nnc1-c1cccs1 | -0.1 | 15 | 1.0 | 1 | 3 | 102 | -2 | -5 | -6
O=C(OC1CCOC1=O)c1ccc(Cl)c(S(=O)(=O)N2CCOCC2)c1 (configuration not stated) | 0.2 | / | 0.1 | / | -4 | / | / | / | -4
Cc1ccc(NC(=O)c2ccc(C(C)(C)C)cc2)cc1-n1cnnn1 | 2.6 | -4 | 0.5 | -13 | -5 | 88 | -6 | -5 | -4
NCC(c1ccco1)c1c[nH]c2ccccc12 (configuration not stated) | / | 5 | / | 5 | / | 107 | 5 | 8 | -10
COc1ccccc1C1(O)C(=O)Nc2ccccc21 (configuration not stated) | 0.5 | 12 | 0.8 | 4 | 2 | 106 | -4 | -3 | -10
CCOC(=O)c1sc(NC(=O)Nc2cccc(Cl)c2)cc1C | 14 | 47 | 18 | 12 | -14 | 127 | 6 | -1 | -3
O=C(N/N=C\c1ccc([N+](=O)[O-])o1)C1COc2ccccc2O1 (configuration not stated) | 1.9 | -10 | 0.3 | -3 | -29 | 99 | -6 | -3 | -6
Cc1ccc(N(C)C(=O)c2ccc(CNc3c(N4CCC(C)CC4)c(=O)c3=O)cc2)cc1 | -0.4 | / | 0.5 | 1 | -2 | 91 | -12 | 0 | -1
Cc1cc(C)cc(NC(=O)CCOc2ccccc2)c1 | 3.0 | 5 | -1.5 | 2 | -2 | 105 | -13 | 1 | -4
CCOCCCNC(=O)Cn1cnc2sc(C)c(S(=O)(=O)N3CCN(c4ncccn4)CC3)c2c1=O | 1.0 | 24 | -0.8 | 7 | -9 | 104 | -5 | 2 | 7
CC(=O)N1N=C(c2cccc([N+](=O)[O-])c2)OC1c1ccc(Cl)cc1Cl (configuration not stated) | -2.0 | 6 | -3.1 | 2 | -20 | 99 | -2 | -4 | -4
CC(OC(=O)CNC(=O)C12CC3CC(CC(C3)C1)C2)C(=O)Nc1ccc(S(N)(=O)=O)cc1 (configuration not stated) | 4.7 | 14 | 0.4 | -6 | -9 | 94 | -4 | -1 | -5
C=CCN1C(=O)CS/C1=N\S(=O)(=O)c1ccc(Cl)cc1 | -0.1 | 19 | 0.4 | 0 | -13 | 102 | -4 | -2 | -1
CCOC(=O)N1CCN(c2c(NCc3ccccn3)c(=O)c2=O)CC1 | 0.8 | -10 | 0.8 | 15 | -8 | 111 | 3 | -2 | 1
CC(=O)C1=C(O)C(=O)N(C)C1c1ccccc1F (configuration not stated) | 0.8 | -66 | 1.0 | 15 | -8 | 106 | -6 | -3 | -4

The final two entries of the section above come first, to join the parts:
SMILES | V1aR counter | NALP1 yeast inh | OXTR agonist | MEKK2mut PB1 HTS | OXTR potentiator | MEKK2wt PB1 HTS | GPR7 antag | PfM18AAP inh | GalR3 antag
CCOC(=O)N1CCN(c2c(NCc3ccccn3)c(=O)c2=O)CC1 | 0.8 | -10 | 0.8 | 15 | -8 | 111 | 3 | -2 | 1
CC(=O)C1=C(O)C(=O)N(C)C1c1ccccc1F (configuration not stated) | 0.8 | -66 | 1.0 | 15 | -8 | 106 | -6 | -3 | -4
Cc1ccc(C)c(NC(=O)C2CCCN2C(=O)NC2CCCCC2)c1 (configuration not stated) | -0.8 | -6 | -0.8 | -4 | -12 | 91 | -3 | 5 | -7
C#CCN(Cc1ccccc1)S(=O)(=O)C=C | -0.8 | / | -0.3 | / | -5 | / | / | / | -7
N=c1c2c(-c3ccccc3)c(-c3ccccc3)n(Cc3ccco3)c2ncn1CCCO | -0.7 | 37 | -0.6 | 4 | -7 | 117 | 14 | 4 | -7
Nc1ncnc2c1ncn2[C@@H]1O[C@H](CNCc2c(OCc3ccccc3F)ccc3ccccc23)[C@@H](O)[C@H]1O | 0.7 | / | -0.5 | / | 2 | / | / | / | -1
CCOc1ccc(NS(=O)(=O)c2ccc(C(=O)NCCN3CCOCC3)cc2)cc1 | -0.8 | / | 0.2 | / | 1 | / | / | / | 5
Cc1ccc(C(c2nnnn2CC2CCCO2)N2CCN(c3cccc(C)c3C)CC2)cc1 (configuration not stated) | -1.2 | 14 | -2.1 | -9 | -21 | 88 | -7 | 2 | 2
COc1ccc(-n2c(COc3ccc4c(c3)OCO4)nnc2SCC(=O)O)cc1 | 0.4 | 1 | 0.8 | -3 | -4 | 97 | -16 | 2 | -8
CCOC(=S)NC(=O)c1sc2ccccc2c1Cl | -0.9 | -15 | -1.1 | 6 | 3 | 110 | -1 | 6 | -6
O=C(/C=C/c1ccco1)Nc1ccc(Oc2ccccc2)cc1 | 1.6 | 0 | 2.4 | 3 | -16 | 103 | 14 | -10 | -5
C=CCn1c(SCC(=O)Nc2cccnc2Cl)nnc1-c1ccc(Cl)cc1 | 0.5 | 21 | -2.3 | -1 | -3 | 98 | -5 | -6 | -13
O=C(O)C[C@H]1c2cc(C(F)(F)F)ccc2S(=O)(=O)N1Cc1ccccc1 | 0.8 | / | -0.1 | 0 | -4 | 106 | / | / | -6
O=C(CSc1ccc2c(c1)OCCO2)Nc1ccc(Br)cn1 | 2.0 | 24 | -1.2 | 5 | -4 | 103 | -13 | 0 | -4
O=C1CSC2(C(=O)N3CCCc4cccc2c43)N1c1cccc(C(F)(F)F)c1 (configuration not stated) | -0.8 | 2 | -0.6 | -10 | 0 | 84 | -7 | 8 | /
COc1ccc(OC)c2c1sc(=NC(=O)C(C)(C)C)n2C | 0.1 | 0 | -0.8 | / | -4 | / | -18 | 4 | /
CCOc1ccc(Br)cc1C(=O)N/N=C/c1c[nH]c2ccccc12 | 1.4 | 16 | 0.5 | 6 | -14 | 106 | 9 | -5 | -12
N#Cc1ccc(NC(=O)COC(=O)CNC(=O)C2CCCCC2)cc1 | 0.2 | -5 | -0.5 | 2 | 7 | 107 | -7 | 7 | 0
Cc1cccc(C(=O)Nc2cccc(OCC(=O)O)c2)c1 | 0.5 | -7 | 1.8 | 3 | -6 | 105 | -18 | -2 | 4
N#CCC(=O)Nc1ccc(C(=O)OCC(=O)NC2CCCc3ccccc32)cc1 (configuration not stated) | 0.1 | / | -0.5 | / | -12 | / | / | / | -4
O=C(CCCSc1nnnn1-c1cccc2ccccc12)c1ccc(F)cc1 | 3.6 | 14 | 2.2 | 10 | -14 | 114 | 7 | -7 | 3
CCOc1ccc(OCC)c(NC(=O)C2CCCN(S(=O)(=O)c3cccs3)C2)c1 (configuration not stated) | / | 6 | / | 5 | / | 96 | -12 | -1 | 0
CCCCn1c(N)c(N(CC)C(=O)/C=C/c2ccco2)c(=O)[nH]c1=O | 4.8 | -24 | 0.3 | 1 | 0 | 104 | -8 | -5 | -3

Filtered by structure, the entries above with a thiophene ring, fused or not
SMILES | V1aR counter | NALP1 yeast inh | OXTR agonist | MEKK2mut PB1 HTS | OXTR potentiator | MEKK2wt PB1 HTS | GPR7 antag | PfM18AAP inh | GalR3 antag
COCCCn1c(SCC(=O)NC2CCCC2)nnc1-c1cccs1 | -0.1 | 15 | 1.0 | 1 | 3 | 102 | -2 | -5 | -6
CCOC(=O)c1sc(NC(=O)Nc2cccc(Cl)c2)cc1C | 14 | 47 | 18 | 12 | -14 | 127 | 6 | -1 | -3
CCOCCCNC(=O)Cn1cnc2sc(C)c(S(=O)(=O)N3CCN(c4ncccn4)CC3)c2c1=O | 1.0 | 24 | -0.8 | 7 | -9 | 104 | -5 | 2 | 7
CCOC(=S)NC(=O)c1sc2ccccc2c1Cl | -0.9 | -15 | -1.1 | 6 | 3 | 110 | -1 | 6 | -6
CCOc1ccc(OCC)c(NC(=O)C2CCCN(S(=O)(=O)c3cccs3)C2)c1 (configuration not stated) | / | 6 | / | 5 | / | 96 | -12 | -1 | 0

Source: PubChem
